MBD2 inh – inhibitors of MBD2 binding to methylated DNA, primary screen, biochemical, TR-FRET, DNA-binding domain, human | inhibition, % at 4.4 µM | hit rate 0.31% among 370,000 | Methyl-CpG-binding domain protein 2 (Homo sapiens), Q9UBB5 | MBD2 binding to methylated oligonucleotide; in the data active means inhibition above about 13%
PLC-gamma1 inh – PLC-gamma1 enzyme inhibitors, primary screen, biochemical, fluorescence, purified enzyme. 1-phosphatidylinositol 4,5-bisphosphate phosphodiesterase gamma-1 (Homo sapiens), P19174. fluorogenic substrate. inhibition, % at 12.2 µM. hit rate 0.84% among 370,000; in the data active means inhibition above about 9.5%
DDE Tn6 FP inh – inhibitors of Tn6 peptide binding to fibrin DD(E), primary screen, biochemical, fluorescence polarization, human fibrin, Tn6 probe; Fibrin DD(E) TRITC-Tn6 fluorescence polarization displacement; inhibition, % at 8.3 µM; AID 720509, 2013; hit rate 0.21% among 370,000; Fibrinogen beta chain (Homo sapiens), P02675;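 active means inhibition above a per-campaign cutoff: mean of compounds within control limits plus 3 SD, cut at about 15% in these data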;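 further: 0% = median of all compound wells on the plate and 100% = blocking peptide control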
KLK7 zymogen act – proKLK7 zymogen activators, primary screen, biochemical, fluorescence intensity. Kallikrein-7 (Homo sapiens), P49862. purified proKLK7, EDANS-DABCYL substrate fluorescence; 100% is mature enzyme control, 0% vehicle. activation, % at 7 µM. hit rate 0.9% among 370,000;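 active means activation above the mean of all tested compounds plus 3 SD, computed per campaign excluding outliers beyond control limits, cut at about 13% in these data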
PLCb3 inh – human PLC-beta3 inhibitors, primary screen, biochemical, fluorescence; 1-phosphatidylinositol 4,5-bisphosphate phosphodiesterase beta-3 (Homo sapiens), Q01970; Purified PLC-beta3, fluorogenic substrate; inhibition, % at 12.2 µM; hit rate 0.18% among 370,000; in the data active means inhibition above about 11%;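 further: 0% = median of compound wells on plate and 100% = full blocker control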
Target sequence (Q01970 whole entry, looked up): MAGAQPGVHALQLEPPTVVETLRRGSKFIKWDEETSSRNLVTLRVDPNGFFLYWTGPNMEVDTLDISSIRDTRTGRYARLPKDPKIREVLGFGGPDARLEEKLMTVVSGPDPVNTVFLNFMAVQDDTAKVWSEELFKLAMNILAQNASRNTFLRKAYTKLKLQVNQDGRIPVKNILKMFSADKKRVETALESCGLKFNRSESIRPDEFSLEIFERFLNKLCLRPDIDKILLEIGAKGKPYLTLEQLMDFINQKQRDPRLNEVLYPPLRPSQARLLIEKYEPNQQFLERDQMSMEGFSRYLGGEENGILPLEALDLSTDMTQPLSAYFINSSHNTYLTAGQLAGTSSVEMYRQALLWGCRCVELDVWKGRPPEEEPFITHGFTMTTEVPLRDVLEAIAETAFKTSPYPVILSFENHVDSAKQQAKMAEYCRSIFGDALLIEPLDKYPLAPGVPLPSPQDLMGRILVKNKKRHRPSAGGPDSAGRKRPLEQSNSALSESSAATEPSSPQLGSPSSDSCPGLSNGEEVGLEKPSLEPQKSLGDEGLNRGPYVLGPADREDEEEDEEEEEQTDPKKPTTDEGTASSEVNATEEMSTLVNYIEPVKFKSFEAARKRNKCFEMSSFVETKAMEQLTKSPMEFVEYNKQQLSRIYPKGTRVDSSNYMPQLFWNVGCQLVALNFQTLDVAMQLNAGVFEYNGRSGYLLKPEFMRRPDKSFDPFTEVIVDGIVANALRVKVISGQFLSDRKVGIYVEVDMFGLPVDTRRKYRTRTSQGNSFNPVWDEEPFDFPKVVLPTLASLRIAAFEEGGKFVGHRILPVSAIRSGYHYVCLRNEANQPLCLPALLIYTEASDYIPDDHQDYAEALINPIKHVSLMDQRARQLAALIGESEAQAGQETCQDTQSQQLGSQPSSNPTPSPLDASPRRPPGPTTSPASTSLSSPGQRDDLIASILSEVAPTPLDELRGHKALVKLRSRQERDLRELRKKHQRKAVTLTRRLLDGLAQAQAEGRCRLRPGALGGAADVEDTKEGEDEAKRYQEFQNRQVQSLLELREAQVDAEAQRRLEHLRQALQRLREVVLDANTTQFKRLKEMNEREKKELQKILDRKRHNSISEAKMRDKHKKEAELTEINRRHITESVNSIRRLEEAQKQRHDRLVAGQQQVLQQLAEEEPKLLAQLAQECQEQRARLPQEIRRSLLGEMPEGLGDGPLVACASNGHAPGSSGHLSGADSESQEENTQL
ARFGAP1 inhibitor – inhibitors of rat ARFGAP1 GAP activity, primary screen, biochemical, fluorescence polarization, GDP tracer | hit rate 0.26% among 360,000 | inhibition, % at 16.5 µM | Arfgap1-stimulated ARF1 GTP hydrolysis, GDP FP detection | AID 651572, 2012;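 active means inhibition above a per-plate limit, mean inhibition of low control wells plus 3 SD, cut at about 25% in these data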;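 further: 0% = DMSO wells with enzyme and 100% = wells lacking Arfgap1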
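Repeats: one replicate per compound; assay system: rat Arfgap1 catalytic domain, aa 1-136; times: enzyme reaction 120 min at 25 °C after 20 min preincubation; detection: FP of antibody-bound GDP Alexa 633 tracer, ex 620/em 688 nm; benchmarks: high control wells lacking Arfgap1, low control full reaction with DMSO; reagent: human ARF1(Δ1-17)-GTP substrate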
ASAP1 GAP inh – inhibitors of human ASAP1 ArfGAP activity, primary screen, biochemical, fluorescence polarization; Arf-GAP with SH3 domain, ANK repeat and PH domain-containing protein 1 (Homo sapiens), …; ASAP1-stimulated ARF1 GTP hydrolysis, GDP FP detection; inhibition, % at 16.5 µM; hit rate 0.19% among 360,000; in the data active means inhibition above about 25%;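 further: 0% = vehicle with enzyme and substrate and 100% = no enzyme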
ADAM17 inh – ADAM17 inhibitors, primary screen, biochemical, QFRET; Disintegrin and metalloproteinase domain-containing protein 17 (Homo sapiens), P78536; hit rate 0.83% among 370,000; inhibition, % at 6.95 µM; recombinant ADAM17, EDANS/DABCYL FRET peptide cleavage;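 active means inhibition above the mean of compounds lying between control limits plus 3 SD, set per campaign, cut at about 8.5% in these data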;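 further: 0% = DMSO-only wells as the low control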
DDE Tn7 FP inh – inhibitors of Tn7 peptide binding to fibrin DD(E), primary screen, biochemical, fluorescence polarization, human fibrin, Tn7 probe | Fibrinogen beta chain (Homo sapiens), P02675 | FP displacement of FITC-Tn7 peptide from fibrin DD(E); 0% = median of compound wells per plate | inhibition, % at 8.3 µM | hit rate 0.13% among 370,000;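 active means inhibition above the mean of compounds falling within the control limits plus 3 SD of them, cut at about 14% in these data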;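 further: 0% = plate median of compound wells and 100% = 10 µM Aha-Tn7 peptide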
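Assay system: Human fibrin DD(E) protein | Medium: Tris buffer with calcium and detergent, pH 7.8 | Reagent: 0.1 µM fluorescent Tn7 | Compound dosing: Single point at 8.3 µM | Times: 10 min preincubation, 3 h with tracer, room temperature | Detection: Fluorescence polarization of the labelled Tn7 tracer | Controls: Aha-Tn7 high control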
UHRF1 MBD2 ctr – UHRF1 methylated DNA binding inhibitors, primary screen, counter-screen for MBD2 inhibitor project, biochemical, TR-FRET, human UHRF1, single concentration; inhibition, % at 4.4 µM; hit rate 0.75% among 370,000; E3 ubiquitin-protein ligase UHRF1 (Homo sapiens), Q96T88; UHRF1 binding to methylated oligo; in the data active means inhibition above about 21%;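 further: UHRF1 SRA domain binding a hemimethylated CpG hairpin DNA probe; 0% = median of test compound wells and 100% = reference inhibitor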
Numbers without * were called inactive; . = no result given. The order is random (roughly 4.1% active in at least one column).

The first three records (preview)
SMILES	MBD2 inh	PLC-gamma1 inh	DDE Tn6 FP inh	KLK7 zymogen act	PLCb3 inh	ARFGAP1 inhibitor	ASAP1 GAP inh	ADAM17 inh	DDE Tn7 FP inh	UHRF1 MBD2 ctr
Cc1cc(C)n(C(=O)CNC(=O)/C=C/c2ccccc2)n1	-7	0	-3	0.0	-3	-7	-1	-1	1	0
COc1ccc(C(=O)NNC(=O)C(=O)N2CCCCC2)cc1OC	-5	1	-6	-0.4	-7	13	11	-3	4	-2
CCOc1ccccc1NC(=O)COc1ccc2c(c1)OCO2	-6	0	2	-0.6	-9	1	9	-4	3	-2

The listing (from the top)
SMILES	MBD2 inh	PLC-gamma1 inh	DDE Tn6 FP inh	KLK7 zymogen act	PLCb3 inh	ARFGAP1 inhibitor	ASAP1 GAP inh	ADAM17 inh	DDE Tn7 FP inh	UHRF1 MBD2 ctr
Cc1cc(C)n(C(=O)CNC(=O)/C=C/c2ccccc2)n1	-7	0	-3	0.0	-3	-7	-1	-1	1	0
COc1ccc(C(=O)NNC(=O)C(=O)N2CCCCC2)cc1OC	-5	1	-6	-0.4	-7	13	11	-3	4	-2
CCOc1ccccc1NC(=O)COc1ccc2c(c1)OCO2	-6	0	2	-0.6	-9	1	9	-4	3	-2
CCOc1ccc(Cl)cc1S(=O)(=O)n1nnc2ccccc21	0	4	1	-0.7	6	-6	7	3	4	4
O=C(O)c1cc2cc(Oc3ccccc3)ccc2[nH]1	-3	0	-3	0.1	-9	1	2	-7	4	0
Cc1ccc(NC(=O)Cc2nc(COC(=O)c3c(F)cccc3Cl)cs2)cc1	4	1	1	0.2	-4	-2	3	2	6	0
O=c1cc(CCl)[nH]c2nc3ccccc3n12	7	-151	-3	-70	-231	1	-2	-306	-2	8
Cc1ccc(S(=O)(=O)Nc2cc(C(=O)O)ccc2N2CCC(C)CC2)cc1C	-5	-2	8	0.4	4	.	.	-4	7	4
O=C(CCc1ccccc1)NCCSCc1c(F)cccc1Cl	-1	4	8	0.1	1	4	2	2	-4	5
COCC(C)n1c(COc2ccccc2F)nnc1SCC(=O)c1c(N)n(C)c(=O)n(C)c1=O (stereo not given)	2	1	1	1.6	-5	13	-1	3	-8	-1
CCCCCCS(=O)Cc1ccccc1 (stereo not given)	-6	4	-6	1.0	4	-9	-14	-3	2	-1
Cc1cccc(C(=O)NNC(=O)CSc2nnc(C(C)C)n2C)c1	2	0	0	0.6	-5	-11	1	-3	2	1
Cc1nccn1CCC(=O)NC1CCCc2c1cnn2-c1ccc(C(C)(C)C)cc1 (stereo not given)	0	3	0	0.3	-1	-10	-3	-2	8	-1
Cc1cccc(C(C)C)c1NC(=O)C1CCN(S(=O)(=O)c2ccccc2)CC1	4	-1	-6	0.0	-1	18	7	-2	-2	-2
Cc1ccc(C(=O)N2CCN(Cc3ccc4c(c3)OCO4)CC2)cc1C	-6	6	-5	-0.4	2	0	13	-2	-5	1
Cc1ccc(-c2nc3ccccc3c(=O)n2Cc2ccccc2)cc1	-1	1	-6	-0.7	-1	7	10	1	0	4
Cc1cc(N2CCN(C(=O)Nc3ccccc3C#N)CC2)c2ccccc2n1	-2	-3	-1	0.5	-10	-1	3	-5	2	1
CNc1oc(Cc2ccccc2)nc1S(=O)(=O)c1ccc(Cl)cc1	-4	-3	10	-0.5	2	9	2	-3	1	0
COCC(C)NC(=O)c1cc(-c2ccc(O)cc2)on1 (stereo not given)	3	1	-6	-0.1	2	20	0	8	-1	2
Cc1ccccc1N(C(=O)c1csnn1)C(C(=O)NC(C)(C)C)c1ccncc1 (stereo not given)	7	3	5	0.1	2	-9	-16	-2	0	1
COc1ccc(N(CC(=O)NCc2ccco2)S(=O)(=O)c2c(C)nn(C)c2C)cc1	-1	6	5	-0.3	5	-5	1	2	-3	2
C(=C\c1nc(-c2ccncc2)no1)/c1ccccc1	-2	-1	-6	0.2	-2	5	2	-1	-4	0
CCOC(=O)c1sc(=NC(=O)c2ccccc2)n(C)c1C	-2	-11	8	1.7	-24	-10	-7	-1	-4	6
Cc1nc(N2CCc3ccccc3C2)[nH]c(=O)c1Cc1ccccc1	-5	2	5	-0.2	3	5	-5	0	13	0
COc1cccc(/C=N/n2cnc3ccccc32)c1OC	-1	-19	0	-1.5	-25	3	-6	-5	10	-2

Copied from the list:
`Cc1cccc(C(=O)NNC(=O)CSc2nnc(C(C)C)n2C)c1` | PLC-gamma1 inh: 0
`Cc1cc(C)n(C(=O)CNC(=O)/C=C/c2ccccc2)n1` | ADAM17 inh: -1

By substructure, those above containing a tert-butyl group (two)
SMILES	MBD2 inh	PLC-gamma1 inh	DDE Tn6 FP inh	KLK7 zymogen act	PLCb3 inh	ARFGAP1 inhibitor	ASAP1 GAP inh	ADAM17 inh	DDE Tn7 FP inh	UHRF1 MBD2 ctr
Cc1nccn1CCC(=O)NC1CCCc2c1cnn2-c1ccc(C(C)(C)C)cc1 (stereo not given)	0	3	0	0.3	-1	-10	-3	-2	8	-1
Cc1ccccc1N(C(=O)c1csnn1)C(C(=O)NC(C)(C)C)c1ccncc1 (stereo not given)	7	3	5	0.1	2	-9	-16	-2	0	1

Next part
SMILES	MBD2 inh	PLC-gamma1 inh	DDE Tn6 FP inh	KLK7 zymogen act	PLCb3 inh	ARFGAP1 inhibitor	ASAP1 GAP inh	ADAM17 inh	DDE Tn7 FP inh	UHRF1 MBD2 ctr
COc1cc2cc(CN(Cc3cccs3)C(=S)Nc3ccc(C)cc3)c(=O)[nH]c2cc1OC	-3	-10	-7	-1.4	-15	8	3	-49	5	0
COc1ccccc1NC(=S)N1CCN(C(=O)C2CCCO2)CC1 (stereo not given)	1	2	-2	-0.5	3	12	4	1	-2	-3
O=C(CN1C(=O)NC2(CCCC2)C1=O)Nc1nc2ccc(F)cc2s1	5	1	-1	-0.1	0	-6	-5	-3	-1	3
O=C(Cn1cnc2c(cnn2-c2ccccc2)c1=O)NCc1ccccc1	2	1	0	-0.2	-1	12	-11	-3	0	0
CCOC(=O)C1CCN(C(=O)c2cccc(NS(=O)(=O)c3ccc(Br)cc3)c2)CC1	-6	-1	-2	-0.9	-7	7	-3	-4	3	0
CC(C)(OC(=O)c1ccc(C#N)cc1)c1cc2ccccc2c(=O)o1	0	3	-2	-0.3	-2	0	6	1	-4	0
C=CCNC(=O)CN1CCN(Cc2ccc3c(c2)OCO3)CC1	8	1	-1	-0.6	-9	3	7	-4	-6	0
CCN(CC)C(=O)COc1ccc(Br)cc1Cl	4	1	4	-0.4	0	7	1	-4	-2	1
COc1ccc(/C=C2/SC(=O)N(CCNC(=O)C3CC(=O)N(Cc4ccccc4)C3)C2=O)cc1 (stereo not given)	-1	-1	-2	1.4	2	10	-2	2	1	-4
CC(C)(C)C(=O)/C=c1\[nH]c(=O)/c(=C\c2ccccc2F)s1	-3	-3	0	0.2	-9	-2	-1	-5	3	0
COc1ccc(CCN2CC(C(=O)OCC(=O)N(C)Cc3ccccc3)CC2=O)cc1OC (stereo not given)	-5	-2	-3	-0.7	1	-9	-4	7	-8	-2
CCCCOc1ccc(C(=O)Nc2ccc(S(=O)(=O)Nc3cc(C)on3)cc2)cc1OC	1	1	3	-0.3	0	4	-7	-2	-7	0
O=C(Nc1nc(-c2ccco2)c(-c2ccco2)s1)c1ccco1	11	-138	-8	-4.9	-148	5	2	-7	3	51*
O=C(COC(=O)c1cccc(S(=O)(=O)N2CCOCC2)c1)NC1CCCCC1	-2	2	3	0.3	2	-1	4	0	1	1
COc1ccc(/C=N/N2C(C)CCCC2C)cc1OC (stereo not given)	-1	1	1	0.4	1	11	-10	-1	0	-1
COCCn1nnnc1C(c1cccs1)N1CCN(c2cc(C)ccc2C)CC1 (stereo not given)	-4	0	-7	0.6	3	-2	-2	-2	6	-1
COc1ccc(-n2cc3ccc([N+](=O)[O-])cc3n2)cc1	2	-1	-5	0.1	-7	4	0	0	-2	-6
CC1(C(=O)NS(=O)(=O)c2ccc(Cl)cc2)CCN1C(=O)Cc1ccc(Cl)cc1Cl (stereo not given)	2	0	-13	0.0	-9	5	-3	-3	3	1
C=C(C)CNC(=S)NNC(=O)c1cc(C)oc1C	2	1	1	0.2	3	-3	11	5	0	4
O=[N+]([O-])c1ccccc1O[C@@H]1O[C@H](CO)[C@H](O)[C@H](O)[C@H]1O	0	0	4	0.5	-2	5	5	-3	0	0
CCCN(CC(=O)Nc1ccc(NC(C)=O)cc1)CC(=O)Nc1ccc(F)c(F)c1F	2	4	-3	0.7	-5	7	15	-1	-2	1
CCC1CCCCN1S(=O)(=O)c1ccc2[nH]c(=O)ccc2c1 (stereo not given)	-1	0	-4	-0.1	-5	-5	-1	-2	5	7
NC(=O)c1c(NC(=O)CN2CCN(S(=O)(=O)c3ccccc3)CC2)sc2c1CCC2	3	-17	-3	0.0	-19	5	-2	-3	0	2
Cc1cc(C(=O)COc2cccnc2[N+](=O)[O-])c(C)n1-c1ccccc1F	-1	-1	11	1.4	-8	-4	-12	-3	-4	-3
O=C(NCc1ccc2c(c1)OCO2)c1cnc2n(c1=O)CCS2	5	-3	2	0.4	2	1	-4	-4	-5	0

Record cards, as listed above. Order of values: MBD2 inh | PLC-gamma1 inh | DDE Tn6 FP inh | KLK7 zymogen act | PLCb3 inh | ARFGAP1 inhibitor | ASAP1 GAP inh | ADAM17 inh | DDE Tn7 FP inh | UHRF1 MBD2 ctr
COCCn1nnnc1C(c1cccs1)N1CCN(c2cc(C)ccc2C)CC1 (stereo not given) across the screens: -4 | 0 | -7 | 0.6 | 3 | -2 | -2 | -2 | 6 | -1
C=CCNC(=O)CN1CCN(Cc2ccc3c(c2)OCO3)CC1 across the screens: 8 | 1 | -1 | -0.6 | -9 | 3 | 7 | -4 | -6 | 0
O=[N+]([O-])c1ccccc1O[C@@H]1O[C@H](CO)[C@H](O)[C@H](O)[C@H]1O across the screens: 0 | 0 | 4 | 0.5 | -2 | 5 | 5 | -3 | 0 | 0

Screens from PubChem BioAssay.
